Screening data as filed in PubChem BioAssay.
CCR6 antag – antagonists of human CCR6 receptor; CHO-K1 CCR6 PathHunter beta-arrestin, luminescence, CCL20-stimulated; inhibition, % at 20 µM; P51684; 340,000 tested, 0.49% active; AID 493098;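 active = compounds whose inhibition of the agonist-driven luminescence signal at 20 µM reaches about 50%, limit read from the data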;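 also: cells stimulated with CCL20 at 14 nM final; plate controls were DMSO with CCL20 for no effect and DMSO without agonist for full effect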
Target sequence (P51684 whole entry, looked up): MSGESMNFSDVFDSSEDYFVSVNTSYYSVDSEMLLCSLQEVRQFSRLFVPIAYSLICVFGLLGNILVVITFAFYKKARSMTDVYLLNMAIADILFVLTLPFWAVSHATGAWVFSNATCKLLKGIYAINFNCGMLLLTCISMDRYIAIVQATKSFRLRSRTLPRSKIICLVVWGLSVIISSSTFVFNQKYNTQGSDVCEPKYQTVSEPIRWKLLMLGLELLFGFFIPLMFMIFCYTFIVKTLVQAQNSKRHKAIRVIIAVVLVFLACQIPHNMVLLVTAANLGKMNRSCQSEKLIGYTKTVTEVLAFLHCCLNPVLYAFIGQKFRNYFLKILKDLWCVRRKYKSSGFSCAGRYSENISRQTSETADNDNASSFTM
XBP1 UPR activ – adaptive UPR (XBP1) activation | 330,000 tested, 0.33% active | AID 463104 | activation, % at 20 µM | CHO-XBP1 luciferase reporter, IRE1-XBP1 UPR activation, luminescence; percent of tunicamycin response, DMSO as zero;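 active = versus positive control, 20 µM dose yields 30% or more activation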;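 also: 100% = tunicamycin at 10 µg/mL and 0% = DMSO only wells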
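Assay system: CHO-XBP1 luciferase reporter cells; Schedule: 6 h treatment, 37 °C; Detection: glow luminescence from Steady-Glo reagent; Benchmarks: high control tunicamycin 10 µg/mL final, low control DMSO vehicle only.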
APJ ag – activates the human apelin receptor APJ; CHO-K1 APJ PathHunter beta-arrestin, luminescence; 0% DMSO wells, 100% apelin; activation, % at 20 µM; P35414; AID 2520; 330,000 tested, 0.11% active;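 active = activation more than six SD over the plate average, tested at 20 µM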;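 also: 0% = DMSO alone and 100% = apelin-13 at 10 nM; some results filed as inactive read as strong as hits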
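Test system: CHO-K1 APJ beta-arrestin complementation cell line. Amount: cell density 1000 per well. Controls: DMSO negative, 10 nM Apelin-13 positive. Signal: luminescent beta-gal fragment complementation, chemiluminescent substrate. Read-out basis: agonist-driven arrestin binding to APJ. Timing: compound stimulation 90 min at 25 °C, detection 60 min.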
EBI2 block – blocks human EBI2 receptor beta-arrestin signaling; P32249; EBI2 beta-arrestin recruitment, luminescence, 7a,25-OHC stimulated; inhibition, % at 5 µM; 360,000 tested, 0.81% active; AID 651636; in the data active = inhibition above about 38%;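 also: enzyme fragment complementation signal reports receptor beta-arrestin coupling in cells; 0% = agonist plus DMSO wells and 100% = wells without agonist; some results beyond the cut were filed as inactive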
CHOP UPR activ – apoptotic UPR (CHOP) activation. AID 449763. activation, % at 10 µM. CHO-CHOP luciferase reporter, luminescence; percent of tunicamycin response over DMSO baseline. 330,000 tested, 0.34% active;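 active = at 10 µM dose, activation of 40% or more, normalized to positive control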;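 also: 100% = tunicamycin at 10 µg/mL and 0% = DMSO alone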
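measured by = luciferase luminescence | assay system = CHO-CHOP cells, stable luciferase reporter of PERK-eIF2a-CHOP signalling | amount = 500 reporter cells seeded per well | timing = 6 h compound exposure at 37 °C after overnight seeding | controls = positive tunicamycin 10 µg/mL, negative DMSO alone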
CXCR6 inh – blocks human CXCR6 beta-arrestin recruitment | inhibition, % at 20 µM | O00574 | 360,000 tested, 0.36% active | CHO-K1 PathHunter CXCR6 beta-arrestin, luminescence; in the data active = inhibition above about 34%, passing the limit was not always enough;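 also: antagonist mode with CXCL16 agonist at 10 nM final; 0% = 10 nM CXCL16 with DMSO and 100% = unstimulated wells without agonist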
Target sequence (O00574 whole entry, looked up): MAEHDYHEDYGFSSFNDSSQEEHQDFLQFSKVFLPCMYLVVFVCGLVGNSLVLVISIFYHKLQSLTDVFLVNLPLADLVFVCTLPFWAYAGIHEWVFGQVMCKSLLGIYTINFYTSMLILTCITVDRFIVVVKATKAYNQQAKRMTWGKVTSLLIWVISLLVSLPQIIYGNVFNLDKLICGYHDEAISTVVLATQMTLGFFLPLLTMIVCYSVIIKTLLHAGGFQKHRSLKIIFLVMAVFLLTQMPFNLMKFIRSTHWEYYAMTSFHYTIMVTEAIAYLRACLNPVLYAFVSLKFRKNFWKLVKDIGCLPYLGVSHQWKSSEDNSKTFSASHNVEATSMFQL
tim23-1 inh – tim23-1 yeast growth inhibition; S. cerevisiae tim23-1 growth, BacTiter-Glo luminescence, 24 h; inhibition, % at 20 µM; 330,000 tested, 1.3% active;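 active = growth inhibition of the mutant yeast at or above 50%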;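 also: temperature-sensitive mutant grown at 25 °C; plate controls were DMSO-treated mutant yeast for no effect and medium wells lacking yeast for full effect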
Mdm2-MdmX inh – human Mdm2/MdmX binding inhibition. SaOS-2 split-luciferase Mdm2/MdmX complementation, luminescence. inhibition, % at 8 µM. 330,000 tested, 3% active;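 active = inhibition of at least 50% at 8 µM in the primary screen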
APJ antag – APJ receptor antagonism. P35414. CHO-K1 APJ beta-arrestin complementation, luminescence. inhibition, % at 20 µM. 330,000 tested, 0.32% active;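 active = inhibition above about 40% at 20 µM, limit read from the data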;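 also: cells challenged with 10 nM apelin-13 agonist together with compound; plate controls were apelin-13 plus DMSO wells for no effect and DMSO wells lacking apelin-13 for full effect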
* hit, by the source's call; nt = no result given; & = joins results of further samples. A portion of the library; count on the stated rates, not on these rows.

Sample of the layout (two entries):
The line under a structure holds: EBI2 block	APJ antag	XBP1 UPR activ	CXCR6 inh	APJ ag	tim23-1 inh	CCR6 antag	CHOP UPR activ	Mdm2-MdmX inh
1) COc1ccc(C(C)=O)cc1CN(C)C
→ 4	-3	-3	-2	-5	3	15	0.6	16
2) C/C(=N/NC(=O)CNC(=O)c1cccnc1)c1ccc(Cl)c(Cl)c1
→ 0	4	-3	-3	-2	3	4	-1.2	18

Results, from the start:
The line under a structure holds: EBI2 block	APJ antag	XBP1 UPR activ	CXCR6 inh	APJ ag	tim23-1 inh	CCR6 antag	CHOP UPR activ	Mdm2-MdmX inh
1) COc1ccc(C(C)=O)cc1CN(C)C
→ 4	-3	-3	-2	-5	3	15	0.6	16
2) C/C(=N/NC(=O)CNC(=O)c1cccnc1)c1ccc(Cl)c(Cl)c1
→ 0	4	-3	-3	-2	3	4	-1.2	18
3) O=C(CN1C(=O)c2ccccc2C1=O)Nc1nccs1
→ -1	18	-3	-4	-2	-10	-5	1.2	33
4) O=C(NCc1cccs1)C1(S(=O)(=O)c2ccccc2)CC=CC1
→ -13	14	-1	12	6	14	3	1.5	-15
5) COc1ccc(NC(=O)Cn2ncn3nc(-c4ccc(OC)cc4)cc3c2=O)cc1
→ 0	-17	21	7	6	-1	8	18	80*
6) CCC1S/C(=N/N=C/c2ccco2)N(Cc2ccccc2C)C1=O (configuration not stated)
→ 12	15	-3	9	-4	3	10	0.6	35
7) CCOc1ccc(NC(=O)CSc2nnc(C34CC5CC(CC(C5)C3)C4)n2C)cc1
→ 10	-9	0	7	-3	14	0	-1.5	-27
8) O=C(O)c1ccc(N(Cc2ccccc2)S(=O)(=O)c2ccccc2)cc1
→ -4	1&-16	-2&-2	-1	-3&-4	24&-1	5&-7	0.5&-1.5	9&27
9) Cc1ccc(Nc2nc(N3CCOCC3)nc(N3CCOCC3)n2)cc1Cl
→ 24	-4	2	-3	-3	13	10	1.6	48
10) CCN1CCN(CCCNC(=O)C2CCCN(c3nnc(-n4cccc4)s3)C2)CC1 (configuration not stated)
→ -3	6	-4	6	-4	1	19	0.6	4
11) CCCOc1ccc(C(=O)NCC(c2cccs2)N(C)C)cc1OC (configuration not stated)
→ -13	0	-1	-6	-2	10	0	1.1	-9
12) O=C(c1ccc(S(=O)(=O)N2CCCC2)cc1)N1CCCCC1
→ -12	-25	-1	-2	4	9	-1	-1.6	30
13) CCOC(=O)C(C)(C)N(Cc1cccc(C)c1)S(=O)(=O)c1ccc(Cl)c([N+](=O)[O-])c1
→ 28	-10	0	2	-3	26	6	15	57*
14) CN(C)CCN1C(=O)C(=O)/C(=C(/O)c2ccc(S(=O)(=O)N3CCOCC3)cc2)C1c1ccc(Br)cc1 (configuration not stated)
→ 0	10	-2	4	0	-21	4	1.5	15
15) COc1ccc(/C=C2\CCC(C3CCCC3)C2=O)c(OC)c1 (configuration not stated)
→ 18	-20	-3	6	-4	15	12	3.5	6
16) Cc1cc(C)n(C(C)CNS(=O)(=O)c2ccccc2)n1 (configuration not stated)
→ 10	-16	2	-8	0	8	0	-0.4	26
17) COc1ccc(OC)c(NC(=O)CC2SC(=NCc3ccccc3)NC2=O)c1 (configuration not stated)
→ 6	-13	-4	1	-6	6	-9	-1.1	-12
18) Nc1nonc1-c1noc(N2CCOCC2)n1
→ -7	-10	-2	-7	-2	4	23	1.3	9
19) Cc1ccccc1C(=O)N1CCc2cc(-c3nc(NC(=O)Cc4ccc5c(c4)OCO5)sc3C)ccc21
→ 2	-21	-2	-2	-2	14	11	0.3	35
20) Cc1cccc2nc(-c3ccco3)c(Nc3ccccc3)n12
→ 0	16	-3	4	-4	20	18	-1.4	-21
21) O=C(OC(C(=O)NCc1ccc2c(c1)OCO2)c1ccncc1)c1ccc(Cl)nc1 (configuration not stated)
→ -8	-12	0	-1	0	-4	2	2.4	12
22) C=CCSc1nnc(NC(=O)CSc2nnc(C)s2)s1
→ -8	-9	-3	-8	-1	9	-9	1.0	-19
23) O=C(CNC(=O)c1ccc(Cl)cc1Cl)NCCCn1ccnc1
→ -11	1	1	2	-6	-4	0	-1.9	9
24) C#CCOCCOCCOCCNc1nc(N2CCN(C(=O)[C@H](CCC(=O)O)n3cc([C@@H](N)CC(N)=O)nn3)CC2)nc(N2CCN(C(=O)[C@H](CCC(=O)O)n3cc([C@@H](N)CC(N)=O)nn3)CC2)n1
→ -2	5	-4	2	-4	3	7	0.1	8
25) O=C1CC(SCc2nc3ccccc3[nH]2)C(=O)N1c1ccc(F)cc1 (configuration not stated)
→ 5	25	1	3	-5	26	1	1.9	17
26) Cc1c(C(=O)c2ccc(Br)cc2)c(=O)n(C)c(=O)n1C
→ 3	10	-1	3	0	-6	-1	-1.5	9
27) Cc1nnc(SCC(=O)NCc2ccc3c(c2)OCO3)n1C
→ -5	-8	-4	0	1	13	8	-0.1	0
28) O=C(NN1C(=O)C2C3C=CC(C4CC34)C2C1=O)c1ccc(Br)cc1 (configuration not stated)
→ -6	-12	-4	-5	-2	13	-10	-1.6	10
29) CC(=O)c1cccc(NC(=O)CN(C)S(=O)(=O)c2ccccc2)c1
→ 4	7	3	-23	-3	0	5	-0.5	1
30) Cc1ccc(NCC(=O)N/N=C\c2ccc([N+](=O)[O-])o2)cc1
→ 0	-33	3	-8	0	55*	1	-1.0	5
31) Cc1cc(-c2nn(-c3ccccc3F)cc2CN2CCC(O)CC2)c(C)s1
→ -4	-3	-1	0	-4	4	-1	-0.3	7
32) CN(c1ccc(OCC(=O)OCC(=O)Nc2ccc(Br)cc2)cc1)S(=O)(=O)c1cccs1
→ -5	-9	-2	1	-2	4	2	0.0	12
33) CC(C)c1ccc(S(=O)(=O)N2CCN(C(C)C(=O)Nc3ccccc3-c3ccccc3)CC2)cc1 (configuration not stated)
→ -2	5	0	16	-3	16	2	3.1	23
34) c1ccc2nc(N3CCCC3)c(N3CCCC3)nc2c1
→ 9	6	0	-16	-3	-6	7	7.2	20
35) O=C(OCc1nc2ccc(Cl)cc2n1CCO)c1ccc2c(c1)OCO2
→ -2	-18	-2	1	-3	21	-1	-0.3	13
36) COc1ccc2c(c1)N(C)C(=O)CC(c1ccccc1)=N2
→ -7	9	-1	-1	0	23	-7	1.6	-4
37) Cc1nn(Cc2ccc(F)cc2Cl)c(C)c1[N+](=O)[O-]
→ 5	-4	7	0	-3	3	10	-0.3	26
38) C[C@@H]1CN([C@@H](C)CO)C(=O)c2cccc(NS(C)(=O)=O)c2O[C@H]1CN(C)C(=O)Nc1ccc(F)cc1
→ -6	1	-2	1	-6	9	2	-1.6	4
39) O=C(Cn1c(=O)n(CC2CCCO2)c(=O)c2ccccc21)N1CCN(c2ccccc2)CC1 (configuration not stated)
→ 0	9	-5	-3	-4	2	-3	-0.9	6
40) N#C/C(=C\c1ccc(F)cc1)C(=O)NC1CCS(=O)(=O)C1 (configuration not stated)
→ -7	2	-1	-4	1	20	5	3.9	14
41) Cc1nc2ccccn2c1C(=O)N=Nc1c(O)n(CCC(C)C)c2ccccc12
→ 11	-24	6	26	4	15	-3	1.7	22
42) O=C1[C@@H]2Cc3c([nH]c4ccccc34)CN2C(=O)CN1CCO
→ 3	9	3	-5	-6	-4	1	-0.4	9
43) CC(C)(C)NC(=O)c1cccc(NC(=O)c2cccc(O)c2)c1
→ 3	0	-4	1	3	6	-3	3.3	4
44) Cc1nnnn1/C(=C\c1ccccc1)C(=O)OCC(=O)N1CC2(C)CC1CC(C)(C)C2 (configuration not stated)
→ 32	18	-2	-2	-2	47	20	22	58*
45) CCN1C(=O)/C(=c2\s/c(=C3\Sc4ccccc4N3C)c(=O)n2C)N(C)C1=S
→ nt	7	-1	nt	-6	-7	nt	-0.8	17
46) O=C(NCc1ccco1)c1cc2nc(-c3cccs3)cc(C(F)(F)F)n2n1
→ -3	18	2	0	-1	8	-10	-0.1	3
47) CCCC1C(c2ccccc2)C(C#N)(C#N)C2(C#N)CC1(N)NC2=O (configuration not stated)
→ 1	-11	-5	6	4	24	10	-3.8	-3
48) Cc1nc(NCCO)c2nnn(Cc3ccccc3F)c2n1
→ 2	-5	-1	3	-2	-2	-4	-3.2	7
49) CC(C)c1ccc(-c2nnn(CCC(=O)O)n2)cc1
→ -4	-14	-6	-7	4	8	-16	-8.4	16
50) O=S(=O)(NCCN1CCOCC1)c1cc(Cl)c(Cl)cc1Cl
→ 3	-9	-3	2	-2	1	2	3.6	-9

New compounds follow:
The line under a structure holds: EBI2 block	APJ antag	XBP1 UPR activ	CXCR6 inh	APJ ag	tim23-1 inh	CCR6 antag	CHOP UPR activ	Mdm2-MdmX inh
51) Cc1ccc(C(=O)N/C(=C\c2ccco2)C(=O)NCCc2c[nH]c3ccccc23)cc1
→ 9	18	-1	0	-1	8	4	3.8	-10
52) COc1ccc(NC(=O)CSc2nnc(Cc3ccc(C)cc3)c(=O)n2N)cc1
→ 9	5	-1	0	-3	-3	18	0.7	-7
53) NC(=O)c1nsc(C(=O)N(CC(=O)NC2CCCC2)c2ccc(F)c(Cl)c2)c1N
→ 5	10	-5	5	-1	9	9	2.1	-6
54) CCOc1ccc(N2C(=O)CC(C(C)c3ccccc3)C2=O)cc1 (configuration not stated)
→ 1	4	-1	-2	1	19	11	1.1	1
55) Nc1c(SCCC(=O)O)ccc2c1C(=O)c1ccccc1C2=O
→ -7	-4	-4	6	-1	20	18	-0.4	13
56) CN(C)CCCNC1CS(=O)(=O)CC1O (configuration not stated)
→ -11	6	3	-10	-3	3	0	-1.5	5
57) O=C(Cc1c(C(=O)O)[nH]c2ccccc12)NCCN1CCN(c2cccc(Cl)c2)CC1
→ 8	23	0	-5	-5	1	-22	1.4	9
